HTT aggregate: mutant huntingtin aggregation inhibition; PC12 HttQ103-GFP aggregates, Acumen cytometry, 40 h; Potency, µM (titrated, usually from 46.1 µM), inactives show at the top dose activity change, negative = inhibition, hits mostly inhibitors; 1.1% of 220,000 active; note: potency is the fitted concentration of half-maximal effect; % is set by controls: 0 for no effect and ±100 for the full control effect; nearly all actives have a fitted effect of over 60% in size
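PC12/HTTQ103-GFP, ecdysone-inducible; teb 100 nM; cpd qHTS titration; GFP aggregates read on laser cytometer, Ex 488/Em 500-530 nm.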
IMPase Li inh: membrane-permeable IMPase blocker, potentiated with lithium | 0.35% of 210,000 active | Potency, µM (doses to about 59.4 µM), for inactives: at the top dose activity, negative = IMPase inhibition, usual class: inhibitors | AID 1457 | CHO-M1 cells, IP1 TR-FRET (IP-One), carbachol + lithium;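 note: IP1 builds up when IMPase is blocked and the TR-FRET signal falls; potency is the fitted concentration of half-maximal effect; plate controls were basal vehicle for no effect and high inhibitor control for full effect; nearly all actives have a fitted effect of over 50% in size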
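Steps: plate 2000 CHO-M1 cells per well and culture 16–30 h; add compound and lithium; incubate 30 min, 37C; add d2-IP1 tracer and Eu cryptate anti-IP1 antibody in lysis buffer; read after 10 min at room temperature.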
Luc counter: counter-screen: inhibitors of Kinase-Glo firefly luciferase | Kinase-Glo luciferase, ATP luminescence, 8 min | AID 1379 | Q27757 | Potency, µM (titrated, usually from 38.3 µM), inactives show at the top dose activity change, negative = inhibition, most hits filed as inhibitors | 0.28% of 200,000 active; note: potency is the fitted concentration of half-maximal effect; % is set by controls: 0 for no effect and ±100 for the full control effect; nearly all actives have a fitted effect of over 60% in size
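Substrate mix (final 50 mM imidazole pH 7.2, 50 mM KCl, 7 mM MgCl2, 10 uM ATP, 0.01% Tween 20, 0.05% BSA) plus pin-tool compound, then Kinase-Glo detection mix; 8 min ambient, luminescence read.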
CBFb RUNX1 block: blocks binding between human CBF-beta and RUNX1; Q01196+Q13951; AlphaScreen CBFb-His/RUNX1-biotin binding, biochemical; Potency, µM (top dose mostly 59.8 µM), for the others: top-dose activity, negative = inhibition, most hits filed as inhibitors; 230,000 tested, under 10 active; AID 1477; note: % of control where 0% means no effect
Target sequence (Q01196 whole entry, looked up): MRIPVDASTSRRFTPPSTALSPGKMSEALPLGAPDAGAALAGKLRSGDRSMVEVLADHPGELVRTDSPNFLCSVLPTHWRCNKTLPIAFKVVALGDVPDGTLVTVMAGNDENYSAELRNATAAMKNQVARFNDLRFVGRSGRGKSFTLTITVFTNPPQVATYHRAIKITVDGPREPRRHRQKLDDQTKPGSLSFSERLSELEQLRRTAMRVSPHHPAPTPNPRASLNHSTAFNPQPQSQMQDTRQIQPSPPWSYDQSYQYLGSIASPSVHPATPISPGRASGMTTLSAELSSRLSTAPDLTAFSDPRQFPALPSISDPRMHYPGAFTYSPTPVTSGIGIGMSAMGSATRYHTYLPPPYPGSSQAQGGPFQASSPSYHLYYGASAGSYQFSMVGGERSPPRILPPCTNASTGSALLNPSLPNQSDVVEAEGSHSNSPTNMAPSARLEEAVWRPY
Target sequence (Q13951 whole entry, looked up): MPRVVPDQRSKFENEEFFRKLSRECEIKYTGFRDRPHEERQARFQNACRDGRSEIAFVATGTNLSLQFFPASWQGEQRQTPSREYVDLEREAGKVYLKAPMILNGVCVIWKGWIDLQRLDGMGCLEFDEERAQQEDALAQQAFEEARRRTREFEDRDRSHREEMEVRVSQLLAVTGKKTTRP
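CBF-beta (His) and RUNX1 (biotin), 30 nM each; 20 min preassociation; + compound, 15 min; + beads 50 ng each (Ni, streptavidin), 90 min; RT; AlphaScreen read.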
SMN2 splice up: enhancers of SMN2 splice variant expression; HEK293 SMN2-luciferase splicing reporter, luminescence, 30-36 h; Potency, µM (highest dose often 46.1 µM), for inactives: at the top dose activity change, positive = activation, usual class: activators; 2.8% of 210,000 active; note: potency is the fitted concentration of half-maximal effect; % of control where 0% means no effect; nearly all actives have a fitted effect of over 55% in size
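HEK293 cells carry an SMN2 minigene-luciferase reporter in which exon 7 inclusion puts luciferase in frame. Cells were seeded at 2000 cells/well, attached for 10-12 hours, then exposed to compounds for 30-36 hours at 37C before ONE-Glo luminescence.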
Lamin A splicing: changes lamin A minigene splicing in HeLa cells. HeLa LMNA splicing GFP/RFP minigene ratio, 48 h. Potency, µM (doses to about 46.1 µM), inactives show top-dose ratio change, negative = inhibition, actives largely listed as inhibitors. 0.01% of 200,000 active. AID 1487; active = well fitted inhibition curve with a large enough effect in the signal ratio, with a control signal flat, not every such curve was filed as active; inconclusive = small, poorly fitted or top-dose-only effect, or effect the other way, or a change in a side signal; the % refers to the signal ratio; note: potency is the fitted concentration of half-maximal effect; % is set by controls: 0 for no effect and ±100 for the full control effect
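Read-out is the ratio of GFP to DsRed2 object intensity, acquired by 488 nm laser-scanning cytometry on HeLa lamin A-EGFP minigene reporter cells. Compound incubation 48 hrs at 37 °C in Opti-MEM with 2% FBS; DMSO 0.5% final.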
HTT cytoprotect: cytoprotection in Huntington HTT-Q103 PC12 cell model; 0.14% of 230,000 active; PC12 HTT-Q103 induced, cytoprotection, ATP luminescence, 40 h; AID 1471; Potency, µM (titrated, usually from 56.4 µM), for the others: cytoprotection (ATP increase), usual class: activators;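 note: potency is the fitted concentration of half-maximal effect; % of control where 0% means no effect; nearly all actives have a fitted effect of over 45% in size; toxic huntingtin expression switched on by the ecdysone agonist tebufenozide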
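Compounds added alongside 100 nM tebufenozide, which induces toxic Q103 huntingtin exon 1-GFP in stable PC12 cells; surviving cells quantified by luminescent ATP measurement. Medium: phenol red-free DMEM, 5% equine and 5% calf serum.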
Numbers without * were called inactive; ? = inconclusive; · = not tested or not shown; [ ] = remark or other dose. Unless noted, calls come from the whole dose curve; as a rule, active = well fitted curve in the direction sought with a large enough effect; inconclusive = small, poorly fitted or top-dose-only effect, or another doubt; inactive = no such curve, though single readings can be large; an effect the other way counts as inactive or inconclusive.

Sequence of screens: HTT aggregate	IMPase Li inh	Luc counter	CBFb RUNX1 block	SMN2 splice up	Lamin A splicing	HTT cytoprotect
CSc1ncccc1C(=O)OCC(=O)NC(C)C
  -13%	-9%	-1%	-8%	-4%	12%[46 µM]	24%[10 µM]
COC(=O)c1[nH]c2cc(OC)ccc2c1NC(=O)CCN1CCN(Cc2ccc3c(c2)OCO3)CC1
  ?	63%[activator][38.3 µM]	-4%	0%	7%	0%	-70%[inhibitor][10 µM]
Fc1ccc(N2CCN(c3nnnn3-c3ccccc3)CC2)cc1
  5%	9%	2%	1%	-7%	16%[9.22 µM]	-16%
Cc1ccc(OCCOc2cccc(Br)c2)c([N+](=O)[O-])n1
  13%	5%	-1%	11%	18µM*	?	·
C=CCN=C(NC#N)SCC(=O)c1cccc(OC)c1
  -9%	-12%[38.3 µM]	12%	-6%	?	2%	33%
O=C1CCCN1S(=O)(=O)c1ccccc1
  23%	11%	0%	6%	6%	-22%[46 µM]	13%
CC(C)OC(=O)NCCOC(=O)Nc1cccc(Cl)c1
  11µM*	13%[38.3 µM]	0%	8%	-34%[inhibitor]	14%	22%[10 µM]
O=C(C1=C[C@H](c2coc3ccccc3c2=O)C[C@H](OCc2ccc(CO)cc2)O1)N1CCN(Cc2ccccc2)CC1
  2%[9.22 µM]	17%	·	-4%	·	·	8%[10 µM]
O=c1c2c3c(sc2nc2n1CCC2)CCCC3
  -20%[9.22 µM]	·	·	9%	·	·	1%[10 µM]
Cc1ccsc1CNC12CC3CC(CC(C3)C1)C2
  ·	24%	-3%	0%	-4%	3%[46 µM]	·
COc1cc(/C=C(\C#N)c2ccccn2)ccc1OCc1ccccc1Cl
  11%	·	·	3%	·	-13%	-11%[10 µM]
O=C(O)C12CC3CC(C1)CC(n1ncc(NCc4ccco4)c(Cl)c1=O)(C3)C2
  3%[9.22 µM]	·	·	7%	·	·	6%[10 µM]
Cc1c(Cl)cccc1-n1c(-c2cccnc2)n[nH]c1=S
  15%	-11%	0%	-5%	0%	·	5%[10 µM]
Cc1ccc(Nc2nc(NCC3CCCO3)nc(N)c2[N+](=O)[O-])cc1C (stereo not given)
  14%	3%	-1%	0%	7%	5%	·
Nc1ccc(Sc2nc3ccccc3[nH]2)cc1
  -15%	3%	-3%	3%	-9%	-5%[46 µM]	-8%[10 µM]

Reprinted from the part before: 2 compounds, followed by the next part.
Sequence of screens: HTT aggregate	IMPase Li inh	Luc counter	CBFb RUNX1 block	SMN2 splice up	Lamin A splicing	HTT cytoprotect
Cc1ccc(Nc2nc(NCC3CCCO3)nc(N)c2[N+](=O)[O-])cc1C (stereo not given)
  14%	3%	-1%	0%	7%	5%	·
Nc1ccc(Sc2nc3ccccc3[nH]2)cc1
  -15%	3%	-3%	3%	-9%	-5%[46 µM]	-8%[10 µM]
O=C1CCN(S(=O)(=O)c2ccc(Br)cc2)CCN1
  3%	-12%	2%	20%	-8%	·	-5%
CCOC(=O)c1c(C(C#N)C#N)cc(C)nc1C
  -1%	-1%[38.3 µM]	15%	4%	0%	0%	3%
O=C(O)c1c(Cl)c(Cl)c(Cl)c(Cl)c1C(=O)N1CCCC1
  -9%	20%[38.3 µM]	-2%	1%	24%	-1%	4%
O=C(NCc1ccccn1)c1ccc(N2CCCC2=O)cc1
  1%	6%[38.3 µM]	2%	3%	14%	5%	-33%
O=C(CSCc1ccc(Cl)c(Cl)c1)Nc1c[nH]c(=O)[nH]c1=O
  0%	0%	0%	6%	11%	4%	12%[10 µM]
O=C(c1ccncc1)N1CCC2(CC1)CCN(c1ccccn1)CC2
  ·	11%	0%	·	-65%[inhibitor]	·	1%
CC1(C)Cc2ccccc2-c2nnc(-c3ccc(O)cc3)n21
  11%[9.22 µM]	2%[38.3 µM]	-2%	-1%	-7%	-1%	-7%
COc1cc(C)c(NC(=O)C(=S)NCc2ccccc2)cc1C
  4%	20%	4%	9%	-19%	·	-24%
N=c1sccn1CC(=O)NC(c1ccccc1)c1ccccc1
  -14%	22%	-3%	6%	?	1%[46 µM]	-41%
CC(C(=O)NCc1ccc2c(c1)OCO2)N1c2cccc3cccc(c23)S1(=O)=O (stereo not given)
  -17%	18%[38.3 µM]	-2%	4%	-31%[inhibitor]	3%	9%
COc1ccc(NC(=O)C2CCCN(c3c4c(nc5ncnn35)CCC4)C2)cc1OC (stereo not given)
  15%	-9%[38.3 µM]	8%	-1%	-19%	?	-12%
COc1ccccc1NC(=O)CN1CCN(c2ccccc2OC)CC1
  -7%[9.22 µM]	5%	·	7%	·	·	-9%[10 µM]
N/C(=N\OC(=O)Cc1ccc([N+](=O)[O-])cc1)c1cccc(Br)c1
  -20%	12%	2%	-17%	·	·	-25%
Cc1cc(C(=O)N/N=C/c2ccc([N+](=O)[O-])cc2)c2ccccc2n1
  -13%[9.22 µM]	·	·	6%	·	·	-44%[10 µM]
Cc1ccccc1OCC(O)CN1CCN(CCN2C(=O)c3cccc4cccc(c34)C2=O)CC1 (stereo not given)
  -7%	10%	0%	-12%	14%	?	-3%[10 µM]

Sequence of screens: HTT aggregate	IMPase Li inh	Luc counter	CBFb RUNX1 block	SMN2 splice up	Lamin A splicing	HTT cytoprotect
CC(C)Oc1ccc(-c2cc(C(=O)NCCN3CCOCC3)c3ccccc3n2)cc1
  12%	-8%[38.3 µM]	-6%	0%	29%	14%	-76%[inhibitor]
COc1ccc(C)cc1NC(=O)C(Sc1nnc(-c2cccs2)o1)c1ccccc1 (stereo not given)
  6%	13%	7%	-6%	13%	?	19%[10 µM]
Cc1ccc(O)c(NC(=O)c2cc3nc4c(c(C(F)(F)F)n3n2)CCc2ccccc2-4)c1
  ?	5%[38.3 µM]	4%	1%	-6%	10%	-19%
CS(=O)(=O)N(CC(=O)Nc1cccc([N+](=O)[O-])c1)c1ccccc1
  -4%	-1%	2%	0%	6%	·	-23%
O=C(Nc1c(F)cc(F)cc1Br)c1cc2nc(C(F)F)cc(C(F)F)n2n1
  -3%	16%[38.3 µM]	-1%	-3%	-11%	15%	-4%[0.074 µM]
Cc1ccc(C(=O)Nc2ccc(CC(=O)O)cc2)o1
  14%	35%[38.3 µM]	-11%	3%	?	-2%	-12%
CCOCCCNC(=O)C(c1ccc(C)cc1)N(Cc1cccs1)C(=O)c1ccccn1 (stereo not given)
  13%	4%	2%	0%	-20%	·	-47%[inhibitor]
O=c1c2c3c(sc2nc2n1CCCCC2)C(O)CCC3 (stereo not given)
  -15%[9.22 µM]	4%	-5%	3%	·	-11%[46 µM]	8%[10 µM]
O=C(Cn1c(C(F)(F)F)nc2ccccc21)Nc1ccccc1N1CCOCC1
  1%	30%[38.3 µM]	-2%	3%	5%	1%	10%
CCOc1ccc2nc(NCCCNS(=O)(=O)c3ccccc3)c(C#N)cc2c1
  4%	31%[activator][38.3 µM]	3%	?	-1%	-8%	8%[10 µM]
C/C(CC(=O)Nc1ccccn1)=N\NC(=O)c1cnccn1
  11%[9.22 µM]	·	·	-12%	·	·	7%[10 µM]
O=C1CC(c2ccccc2)CC(O)=C1C=Nc1cccc(Cl)c1 (stereo not given)
  ?	14%	-7%	2%	-3%[1.84 µM]	-19%	-24%[10 µM]
Cc1ccccc1CN(c1ccc(C(=O)NCC2CCCO2)cc1)S(C)(=O)=O (stereo not given)
  2%	9%	1%	6%	15%	1%	2%[10 µM]
CCOc1ccc(NC(=O)CSc2nnc(C3CC3)n2C)cc1
  -8%[9.22 µM]	5%	1%	8%	8%	·	-22%[10 µM]
Cc1cc(OCC(=O)Nc2ccc(N3CCN(C(=O)c4ccco4)CC3)cc2)cc(C)c1Cl
  -11%	8%	5%	6%	-22%	-14%	18%[10 µM]

A different layout for some results above:
Compound	HTT aggregate	IMPase Li inh	Luc counter	CBFb RUNX1 block	SMN2 splice up	Lamin A splicing	HTT cytoprotect
O=C(Nc1c(F)cc(F)cc1Br)c1cc2nc(C(F)F)cc(C(F)F)n2n1	-3%	16%[38.3 µM]	-1%	-3%	-11%	15%	-4%[0.074 µM]
CCOCCCNC(=O)C(c1ccc(C)cc1)N(Cc1cccs1)C(=O)c1ccccn1 (stereo not given)	13%	4%	2%	0%	-20%	·	-47%[inhibitor]

(further entries)
Sequence of screens: HTT aggregate	IMPase Li inh	Luc counter	CBFb RUNX1 block	SMN2 splice up	Lamin A splicing	HTT cytoprotect
COc1ccc(CCN(C(=O)COc2ccccc2)c2nc(-c3ccccc3)cs2)cc1OC
  -2%	-5%[38.3 µM]	-7%	2%	9%	13%	-9%
Cc1ccc(C2NC(=O)CCC2[N+](=O)[O-])cc1 (stereo not given)
  -1%	2%	3%	-2%	-44%[inhibitor]	15%[46 µM]	-11%
COCCn1nnnc1C(CC(C)C)N1CCN(c2cccc(OC)c2)CC1 (stereo not given)
  -18%	3%[38.3 µM]	-1%	-10%	8%	-2%	-10%[10 µM]
COC(=O)c1cn(NC(=O)c2cc([N+](=O)[O-])ccc2F)c(=O)c2ccccc12
  ?	-8%	0%	10%	26%	?	-29%
COc1ccc(NS(=O)(=O)c2csc(C(=O)Nc3ccccc3)c2)cc1
  3%[9.22 µM]	7%	-2%	5%	·	·	-2%[10 µM]

Entries of single compounds, quoted from the list:
Entry for COC(=O)c1cn(NC(=O)c2cc([N+](=O)[O-])ccc2F)c(=O)c2ccccc12 → HTT aggregate = ?; IMPase Li inh = -8%; Luc counter = 0%; CBFb RUNX1 block = 10%; SMN2 splice up = 26%; Lamin A splicing = ?; HTT cytoprotect = -29%
Entry for COc1ccc(NS(=O)(=O)c2csc(C(=O)Nc3ccccc3)c2)cc1 → HTT aggregate = 3%[9.22 µM]; IMPase Li inh = 7%; Luc counter = -2%; CBFb RUNX1 block = 5%; SMN2 splice up = ·; Lamin A splicing = ·; HTT cytoprotect = -2%[10 µM]
